# ERp5 block: inhibitors of ERp5-driven insulin aggregation, primary screen, biochemical, turbidity, absorbance 650 nm, single point | Protein disulfide-isomerase A6 (Homo sapiens), Q15084 | inhibition, % at 9.99 µM | 90 min | 350,000 tested, 0.05% active;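 active = mean replicate inhibition above about 25%, with every replicate also reaching it, limit read from the data, passing the limit was not always enough; inconclusive = only one of those two criteria met; inactive = neither criterion met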
# Target sequence (Q15084 whole entry, looked up): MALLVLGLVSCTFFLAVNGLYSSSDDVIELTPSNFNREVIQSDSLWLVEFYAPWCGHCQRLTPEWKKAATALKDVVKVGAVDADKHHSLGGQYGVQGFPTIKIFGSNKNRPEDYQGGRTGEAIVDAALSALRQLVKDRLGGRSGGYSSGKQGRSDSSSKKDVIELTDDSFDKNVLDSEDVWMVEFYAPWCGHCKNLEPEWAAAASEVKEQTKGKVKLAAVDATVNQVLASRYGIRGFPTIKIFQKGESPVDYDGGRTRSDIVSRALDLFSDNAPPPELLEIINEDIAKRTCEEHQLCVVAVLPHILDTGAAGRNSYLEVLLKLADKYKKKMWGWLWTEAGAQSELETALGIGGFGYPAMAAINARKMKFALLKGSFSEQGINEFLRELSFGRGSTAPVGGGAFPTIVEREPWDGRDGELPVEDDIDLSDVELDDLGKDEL
# DENV2 CPE rescue: inhibitors of DENV2 cytopathic effect, primary screen, cell-based, plate reader, single concentration. DENV2-infected cells, cytopathic effect rescue. CPE inhibition, % at 9.99 µM. 350,000 tested, 1.7% active. AID 651640, 2012; in the data active = CPE inhibition above about 20%, passing the limit was not always enough; inconclusive = no clear call, values can overlap the other calls; tested in BHK-21 cells;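 note: 0% = median of neutral control wells and 100% = median of positive control wells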
# ERAP1 HTS inh: human ERAP1 aminopeptidase inhibitors, primary screen, biochemical, single point, plate reader. inhibition, % at 10.7 µM. 340,000 tested, 0.15% active. recombinant ERAP1, Leu-AMC fluorescence, 60 min. AID 652197, 2013;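 active = mean replicate inhibition of at least 30%, or all replicates individually reaching that 30% level; inactive = mean below 30% and not every replicate reaching it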;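 note: 0% = neutral control wells and 100% = L-leucinethiol positive control wells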
# CFTR F508del cor: F508del CFTR correction, initial screen, CFBE line, single point | CFBE cells, YFP halide quenching; stimulated with forskolin plus potentiator P3; % fluorescence drop versus neutral controls | activity (quench increase), % at 7.58 µM | 350,000 tested, 0.36% active;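 active = mean added fluorescence quench of at least 8% versus neutral control, with both replicates also reaching 8%; inconclusive = only one of the mean or replicate conditions met; inactive = mean below 8% and not both replicates reaching 8%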;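 note: cells transiently co-express mutant CFTR-F508del with the halide-sensitive YFP; corrector assay measuring rescue of mutant channel to the surface after 24 h compound exposure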
# Casp6 inh: human caspase-6 inhibitors, primary screen, biochemical, VEID-R110 fluorescence, single point, set 2. P55212. purified caspase-6, Z-VEID-R110 cleavage fluorescence. inhibition, % at 12.5 µM. AID 686996, 2013. 350,000 tested, 0.53% active;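 active = mean inhibition across replicates at least about 35%, with every replicate also reaching that limit, limit read from the data; inconclusive = only one of the two criteria met; inactive = neither criterion met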;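 note: 0% = median of neutral control wells and 100% = no fluorescence left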
# Target sequence (P55212 24-179 limits assumed): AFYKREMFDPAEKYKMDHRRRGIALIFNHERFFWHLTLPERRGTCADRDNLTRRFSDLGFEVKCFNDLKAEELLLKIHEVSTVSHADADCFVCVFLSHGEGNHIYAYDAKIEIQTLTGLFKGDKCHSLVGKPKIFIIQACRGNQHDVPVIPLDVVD
# Target sequence (P55212 194-293 limits assumed): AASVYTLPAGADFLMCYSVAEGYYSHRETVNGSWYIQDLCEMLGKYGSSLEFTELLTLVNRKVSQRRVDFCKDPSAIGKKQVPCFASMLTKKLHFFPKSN
# SIRT5 inh: SIRT5 desuccinylase inhibitors, primary screen, biochemical, fluorescence imaging, single point, set 5; NAD-dependent protein deacylase sirtuin-5, mitochondrial (Homo sapiens), Q9NXA8; Purified SirT5, succinyl-peptide AMC, trypsin-coupled fluorescence; inhibition, % at 15 µM; 330,000 tested, 1.1% active; AID 652115, 2013; in the data active = inhibition above about 15%; inconclusive = no clear call, values can overlap the other calls
# Target sequence (Q9NXA8 whole entry, looked up): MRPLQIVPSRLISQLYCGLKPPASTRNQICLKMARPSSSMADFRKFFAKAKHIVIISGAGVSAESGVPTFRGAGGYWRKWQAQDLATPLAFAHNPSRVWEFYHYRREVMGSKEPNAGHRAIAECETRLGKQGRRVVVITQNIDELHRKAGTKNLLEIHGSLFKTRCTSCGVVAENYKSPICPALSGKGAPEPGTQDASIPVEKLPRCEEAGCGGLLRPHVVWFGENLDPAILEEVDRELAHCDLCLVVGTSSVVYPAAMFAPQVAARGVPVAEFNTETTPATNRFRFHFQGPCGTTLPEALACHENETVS
# miR-122 sensor: miR-122 Renilla sensor signal increase in Huh7, primary screen, miR-122 inhibitor project, cell-based, single point, plate reader | Huh7 miR-122 Renilla luciferase sensor, 48 h; neutral wells = 0, positive control = 100 | activation (reporter increase), % at 12.5 µM | 340,000 tested, 0.3% active;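 active = mean replicate activation score at least 90 and every replicate individually at or above 90; inconclusive = only one of the two criteria met; inactive = neither criterion met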;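 note: higher luciferase means less miR-122 activity so hits act as miR-122 inhibitors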
# Active calls of the source: *; u = inconclusive; x = no result given; [ ] = another dose, or the depositor's remark. No enrichment for hits; any-hit rate near 4%.
SMILES,ERp5 block,DENV2 CPE rescue,ERAP1 HTS inh,CFTR F508del cor,Casp6 inh,SIRT5 inh,miR-122 sensor
O=C(C1CC1)N1CC(=O)N2[C@H](CO)[C@@H](c3ccc(Br)cc3)[C@@H]2C1,-5,u,2,-2.4,4,1,x
CC(=O)N1[C@@H]2Cn3c(cccc3=O)[C@H]1[C@@H](C(=O)N[C@H](C)c1ccccc1)[C@@H]2CO,0,3,3,-1.0,1,-5,x
COc1ccc(-n2c(=S)[nH]c3cc(C(=O)NCc4ccc(F)cc4)ccc3c2=O)c(OC)c1,2,1,-5,0.8,-1,-1,0
Cc1cc(C(=O)Nc2cccc3c2O[C@H](CN(C)Cc2ccc(Cl)c(Cl)c2)[C@@H](C)CN([C@H](C)CO)C3=O)n(C)n1,1,13,5,-1.5,-2,6,34[16.7 µM]
CCOC(=O)/C(C#N)=C/Nc1ccsc1C(C)=O,-1,-1,2,2.0,3,-4,x
O=C(C[C@@H]1CC[C@H]2[C@@H](COC[C@H](O)CN2Cc2ccc(F)cc2)O1)NCCc1ccccc1,-3,-9,1,-2.7,-1,-3,1[16.7 µM]
CC(=O)c1ccc(OCc2cc(C(=O)N3CCN4CCCC4C3)no2)cc1 (configuration not stated),-8,u,4,3.7,1,-1,x
Nc1c(C(=O)CSc2n[nH]c(-c3ccccc3Br)n2)c(=O)[nH]c(=O)n1C1CC1,-12,7,-3,-3.1,-1,-1,x
CN(C)CC(=O)Nc1ccc2c(c1)[C@H]1C[C@H](CC(=O)NCc3ccc(Cl)cc3)O[C@H](CO)[C@H]1O2,-5,-1,2,-2.8,0,-2,-2[16.7 µM]
C[C@@H]1CCCCO[C@@H](CN(C)S(C)(=O)=O)[C@@H](C)CN([C@@H](C)CO)C(=O)c2cc(NC(=O)C3CCCCC3)ccc2O1,2,u,1,2.6,1,-1,10[16.7 µM]
Cc1cc(C(=O)CN2C(=O)c3ccccc3C2=O)c(C)n1Cc1cccs1,5,-2,-3,0.5,-2,2,-7
N#Cc1c(NC(=O)C2CC(Cl)=CCC2C(=O)O)sc2c1CCCC2 (configuration not stated),6,-1,10,-1.9,3,0,x
O=C(CSc1ccc(-c2ccccc2)nn1)c1ccccc1,u,x,2,1.7,4,-4,-1
CO[C@H]1CN(C)C(=O)c2ccc(NC(=O)c3ccccc3)cc2OC[C@@H](C)N(C(=O)CN(C)C)C[C@@H]1C,16,28*,-5,2.2,-2,0,7[16.7 µM]
Cc1cccc(NC(=O)/C(C#N)=C\c2ccc(C(=O)O)cc2)c1,1,x,-5,1.8,-3,0,x
Cc1ccc(NC(=O)CN2C(=O)S/C(=C\C(=O)Nc3ccc(Cl)cc3)C2=O)cc1,3,x,-1,x,-2,0,x
COc1ccccc1C(=O)N/C(=C\c1cn(S(=O)(=O)N(C)C)c2ccccc12)C(=O)N1CCN(C)CC1,1,-5,0,6.2,1,3,38
Cc1ccc2c(c1)[C@H]1[C@H](CO2)[C@H](c2ccccc2)[C@]2(C)C(=O)N(CC3CCCO3)CC(=O)N12 (some centres not stated),-6,19,1,-1.1,1,x,5
O=C(C1=C(O)C(=O)N(Cc2ccco2)C1c1cccc(O)c1)c1ccco1 (configuration not stated),-2,14,13,-2.4,x,-2,-14
CCOC(=O)C1CCN(C(=O)CCS(=O)(=O)c2ccc3c(c2)CC(C)N3C(=O)CC)CC1 (configuration not stated),3,-6,1,-2.3,-1,-4,4
CCCC(=O)N1CCC(CCC(=O)NC2CC2)CC1,2,1,-1,-1.6,-3,-2,-2
O=C(C[C@H]1CC[C@H]2[C@@H](COC[C@@H](O)CN2CCc2ccccc2)O1)NCc1ccc(Oc2ccccc2)cc1,0,-3,1,-5.8,-2,4,-8[16.7 µM]
CCOC(=O)c1ccc(NC(=O)C2CCCN(c3cnccn3)C2)cc1 (configuration not stated),-9,-7,8,-1.5,0,-5,x
CC1(C)c2cc(O)ccc2OC1N1CCOCC1 (configuration not stated),0,-6,1,-3.2,6,0,-3
CCc1nc2c(OCC(=O)C(C)(C)C)cccn2c1N(C)C(=O)CC(C)C,4,-8,-1,-2.9,x,1,-6

# Brought forward from above: 3 compounds, then new ones.
SMILES,ERp5 block,DENV2 CPE rescue,ERAP1 HTS inh,CFTR F508del cor,Casp6 inh,SIRT5 inh,miR-122 sensor
CCOC(=O)c1ccc(NC(=O)C2CCCN(c3cnccn3)C2)cc1 (configuration not stated),-9,-7,8,-1.5,0,-5,x
CC1(C)c2cc(O)ccc2OC1N1CCOCC1 (configuration not stated),0,-6,1,-3.2,6,0,-3
CCc1nc2c(OCC(=O)C(C)(C)C)cccn2c1N(C)C(=O)CC(C)C,4,-8,-1,-2.9,x,1,-6
O=C(O)[C@H](Cc1ccccc1)NC(=O)[C@H]1O[C@@H](n2ccc(=O)[nH]c2=O)[C@H](O)[C@@H]1O,3,-9,3,-0.4,0,-1,x
CC1=C(C(=O)OC(C)C)C(c2ccccc2)NC(=S)N1C (configuration not stated),4,-4,-2,-1.6,5,-1,-2
COc1ccc(/C=C(\NC(=O)c2ccc(Cl)cc2)C(=O)NCCCN2CCOCC2)cc1OC,3,-4,-7,1.9,3,3,x
CCc1cc(=O)oc2cc(OC(C)C(=O)NCCCn3ccnc3)ccc12 (configuration not stated),3,-2,4,-0.4,-2,1,-7
CC(C)C(=O)Nc1ccc(S(=O)(=O)N2CCC(c3nc4ccccc4[nH]3)CC2)cc1,-2,-9,-2,1.0,5,-4,4
CC1=C(C(=O)N2CCOCC2)CC(CC(=O)NCc2cccc3ccccc23)C(=O)N1CCCN1CCCC1=O (configuration not stated),3,13,-5,-3.0,-3,-4,-2
CC12CC3CC(C)(C1)CC(Nc1nc(N4CCOCC4)nc4ccccc14)(C3)C2,2,6,2,-0.7,1,-5,x
Cc1noc(C)c1NC(=O)Nc1cccc2c1O[C@H](CN(C)C(=O)Nc1cccc3ccccc13)[C@H](C)CN([C@H](C)CO)C2=O,-1,-1,0,2.4,2,1,-7[16.7 µM]
CCCCn1c(N)c(N(CCOC)C(=O)COc2ccc(C(C)=O)cc2)c(=O)[nH]c1=O,1,0,0,1.3,3,0,-1
Clc1cc2nc(-c3cccnc3Cl)[nH]c2cc1Cl,-1,4,3,x,2,7,x
Cc1noc(C)c1S(=O)(=O)Nc1ccc2c(c1)C(=O)N([C@H](C)CO)C[C@H](C)[C@@H](CN(C)C(=O)C1CCCCC1)OCCCC[C@@H](C)O2,-1,-12,-1,0.5,-1,2,-3[16.7 µM]
COc1ccc(S(=O)(=O)N2CCC(C(=O)Nc3nccs3)CC2)cc1,-2,-9,-2,-1.2,0,-1,0
COCC(=O)Nc1ccc2c(c1)OC[C@@H](C)N(Cc1cccnc1)C[C@@H](C)[C@H](OC)CN(C)C2=O,7,u,-3,-1.4,-7,-1,x
COC(=O)C1CCN(C(=O)c2cc3c(=O)n4cccc(C)c4nc3n2Cc2ccccc2)CC1,0,3,-4,1.5,2,-6,x
CN(C)C(=O)C[C@@H]1CC[C@@H]2[C@H](COC[C@@H](O)CN2CC2CC2)O1,4,u,-4,2.8,-4,-1,2[16.7 µM]
Cc1[nH]n2c(=O)c3c(nc2c1-c1ccc(F)cc1)CCCC3,5,10,-3,-6.4,0,2,12
CCCNC(=O)c1nnsc1S(=O)c1ccc(Cl)cc1 (configuration not stated),-32,-2,10,x,3,2,x
O=C(CCS(=O)(=O)c1cccs1)Nc1ccc(C(=O)NC2CCN(Cc3ccccc3)CC2)cc1,-1,-1,0,2.5,-6,1,-1
COc1ccc(C(=O)Nc2ccccc2N2CCN(C(=O)c3ccccc3)CC2)cc1Br,-3,-5,0,1.1,1,-1,-5
COc1cccc(NC(=S)C(C#N)=C2N(C)c3ccccc3N2C)c1,1,-2,-2,0.7,5,-9,-2
CC(C)NC(=O)CS(=O)(=O)c1ccccc1,-8,8,-1,0.0,-2,0,-5
CS(=O)(=O)c1cccc(C(=O)OCC(=O)NC(=O)Nc2ccccc2F)c1,-11,u,-3,-2.6,-1,-2,2
Cc1noc(C)c1S(=O)(=O)N(C)C[C@@H]1OCCCC[C@H](C)Oc2ccc(NC(=O)c3ccccc3)cc2C(=O)N([C@H](C)CO)C[C@@H]1C,1,11,2,-1.6,-2,4,-5[16.7 µM]
COc1cc(/C=N/NC(=S)N/N=C/c2cc(OC)c(OC)c(OC)c2)cc(OC)c1OC,2,-8,1,x,0,-2,3
C[C@H](NC(=O)C[C@H]1C[C@H]2c3cc(NC(=O)CN(C)C)ccc3O[C@H]2[C@H](CO)O1)c1ccccc1,-7,1,-1,-1.5,-2,-1,1[16.7 µM]
# (further entries)
SMILES,ERp5 block,DENV2 CPE rescue,ERAP1 HTS inh,CFTR F508del cor,Casp6 inh,SIRT5 inh,miR-122 sensor
COCCCNC(=S)NCCc1ccc(F)cc1,2,7,0,-1.6,-2,-2,5
COc1ccc(Br)cc1/C=C1\Oc2ccccc2NC1=O,3,1,-6,2.1,-4,-2,6
CC(C)(C)c1ccc(/C=C/C(=O)c2ccc(NC3=NCCCS3)cc2)cc1,5,10,0,8.3*,3,-1,x
COc1ccccc1/C=N/N1CCN(c2ccc(Cl)cc2)CC1,-1,1,2,-0.7,-3,-3,1
CCC(=O)N1[C@@H]2Cn3c(ccc(/C=C/c4ccccc4)c3=O)[C@H]1[C@@H](C(=O)N(C)C)[C@@H]2CO,4,1,-1,1.4,0,-135,0[16.7 µM]
Cc1cccc(NC(=O)CSCC(=O)Nc2ccccc2N2CCCCC2)c1,-2,-2,1,0.4,6,-4,x
CCC(=O)NNC(=O)CCC(=O)Nc1cccc(Cl)c1C,-7,-4,6,2.4,3,-2,7
CC(=O)N1CCN(C(=O)COc2ccccc2C(=O)Nc2ccccc2)CC1,1,1,1,2.0,8,-3,-1
CCOc1ccccc1NC(=O)COC(=O)CC(NC(N)=O)c1ccc(Cl)cc1 (configuration not stated),-2,7,-1,x,1,-1,x
CCOc1ccc(NC(=O)c2ccc(NC(=O)c3ccc(NC(N)=O)cc3)cc2)cc1,-2,u,-2,2.4,-3,4,3
COc1ccc(S(=O)(=O)Nc2ccc3c(c2)C(=O)N([C@@H](C)CO)C[C@@H](C)[C@H](CN(C)S(=O)(=O)c2ccc(F)cc2)O3)cc1,8,-2,0,0.7,-1,-1,-1[16.7 µM]

# Laid out differently: 6 of the compounds above.
# Below each SMILES: ERp5 block	DENV2 CPE rescue	ERAP1 HTS inh	CFTR F508del cor	Casp6 inh	SIRT5 inh	miR-122 sensor
CC(=O)N1CCN(C(=O)COc2ccccc2C(=O)Nc2ccccc2)CC1
  1	1	1	2.0	8	-3	-1
CCOc1ccccc1NC(=O)COC(=O)CC(NC(N)=O)c1ccc(Cl)cc1 (configuration not stated)
  -2	7	-1	x	1	-1	x
CCC(=O)NNC(=O)CCC(=O)Nc1cccc(Cl)c1C
  -7	-4	6	2.4	3	-2	7
COCCCNC(=S)NCCc1ccc(F)cc1
  2	7	0	-1.6	-2	-2	5
CCC(=O)N1[C@@H]2Cn3c(ccc(/C=C/c4ccccc4)c3=O)[C@H]1[C@@H](C(=O)N(C)C)[C@@H]2CO
  4	1	-1	1.4	0	-135	0[16.7 µM]
Cc1cccc(NC(=O)CSCC(=O)Nc2ccccc2N2CCCCC2)c1
  -2	-2	1	0.4	6	-4	x
